# TRPV1 ag = HTS Assay for Compounds that Act as Agonists of the Vanilloid Receptor 1. Transient receptor potential cation channel subfamily V member 1 (Homo sapiens), Q8NER1. TRPV1-expressing cells, Fluo-8 calcium influx, agonist mode. activation, % at 8.33 µM. 0.19% of 320,000 active. AID 540275, 2011; in the data active = activation above about 80%; inconclusive = between about 30% and that limit; also: 0% is about no effect
# Target sequence (Q8NER1 whole entry, looked up): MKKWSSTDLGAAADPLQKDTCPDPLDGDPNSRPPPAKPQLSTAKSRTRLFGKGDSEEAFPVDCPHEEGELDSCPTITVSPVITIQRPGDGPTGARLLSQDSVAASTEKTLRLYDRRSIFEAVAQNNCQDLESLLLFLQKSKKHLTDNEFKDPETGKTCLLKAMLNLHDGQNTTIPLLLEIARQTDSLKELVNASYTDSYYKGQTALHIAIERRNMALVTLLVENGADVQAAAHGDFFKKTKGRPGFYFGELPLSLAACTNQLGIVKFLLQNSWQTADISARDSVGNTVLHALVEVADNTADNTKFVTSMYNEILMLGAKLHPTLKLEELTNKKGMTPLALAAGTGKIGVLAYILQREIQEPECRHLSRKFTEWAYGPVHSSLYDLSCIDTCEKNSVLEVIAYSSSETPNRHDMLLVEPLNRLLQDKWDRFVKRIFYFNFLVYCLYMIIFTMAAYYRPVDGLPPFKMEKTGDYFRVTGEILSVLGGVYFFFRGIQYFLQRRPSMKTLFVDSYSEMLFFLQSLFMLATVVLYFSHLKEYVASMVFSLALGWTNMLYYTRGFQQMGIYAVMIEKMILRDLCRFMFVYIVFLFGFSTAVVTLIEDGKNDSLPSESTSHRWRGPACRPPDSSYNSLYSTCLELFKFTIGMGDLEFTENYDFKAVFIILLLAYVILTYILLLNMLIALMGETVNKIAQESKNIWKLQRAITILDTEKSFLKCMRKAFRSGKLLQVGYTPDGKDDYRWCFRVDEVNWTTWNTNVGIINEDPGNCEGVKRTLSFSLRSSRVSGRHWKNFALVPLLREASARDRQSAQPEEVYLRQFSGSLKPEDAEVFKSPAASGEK
#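 TRPV1-expressing cells were cultured overnight at 35.5C and loaded with Fluo-8 calcium dye for 40 to 90 min at room temperature. After a 10 s baseline, compound was added and calcium influx was read kinetically for 3 min (ex 480/em 520 nm).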
# uPA generation = qHTS for Inhibitors of Cell Surface uPA Generation | AID 540303, 2011 | cell surface uPA generation assay, qHTS | Potency, µM (top dose mostly 38.3 µM), without a hit: at the top dose activity change, negative = inhibition, most hits filed as inhibitors | 0.31% of 330,000 active; active = well fitted inhibition curve with a large enough effect; inconclusive = small, poorly fitted or top-dose-only effect; inactive = no such curve, though single readings can be large or run the other way; tested in mouse RAW 264.7 cells; also: potency is read from the fitted curve at half-maximal effect; % is scaled to controls: 0 for no effect and ±100 for the full control effect; nearly all actives have a fitted effect of over 55% in size
# p53 reactivation = qHTS assay for re-activators of p53 using a Luc reporter; H1299 p53-A138V BP100-luciferase reporter, luminescence, 24 h; Potency, µM (doses to about 92.2 µM), without a hit: top-dose activity change, positive = activation, actives largely listed as activators; 0.063% of 320,000 active; also: potency is read from the fitted curve at half-maximal effect; % of control where 0% means no effect; nearly all actives have a fitted effect of over 45% in size
#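 p53-null H1299 cells stably carrying temperature-sensitive p53-A138V and a BP100-luciferase reporter were pinned with compounds (4-point, 1:5 series) and held 24 hrs at 37 deg C. Luminescence was read 10 min after detection reagent.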
# PTAP TSG101 blk = qHTS Assay for Iinhibitors of HIV-1 Budding by Blocking the Interaction of PTAP/TSG101; Fluorescence polarization, FITC-PTAP peptide / Tsg101 binding; Potency, µM (titrated, usually from 115 µM), without a hit: at the top dose activity change, negative = inhibition, usual class: inhibitors; 340,000 tested, under 10 active; active = well fitted inhibition curve with a large enough effect in the main read-out, with a control signal flat, not every such curve was filed as active; inconclusive = small, poorly fitted or top-dose-only effect, or effect the other way, or a change in a side signal; inactive = no such curve, though single readings can be large or run the other way; also: potency is read from the fitted curve at half-maximal effect; % of control where 0% means no effect
#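 Steps: Tsg101 binding domain dispensed (10 uM final), compounds pinned in DMSO, FITC-labeled PTAP-motif peptide added (50 nM final); after 20 min binding at room temperature, polarization measured.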
# ELG1 genotoxic = qHTS screen for small molecules that induce genotoxicity in human embryonic kidney (HEK293T) cells expressing luciferase-tagged ELG1. AID 504466, 2011. Potency, µM (highest dose often 46 µM), for inactives: top-dose activity change, positive = activation, usual class: activators. 1.3% of 330,000 active. HEK293T ELG1-luciferase reporter, luminescence, 16 h; also: potency is read from the fitted curve at half-maximal effect; % of control where 0% means no effect; nearly all actives have a fitted effect of over 60% in size
#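 Genotoxicity was scored as increased ELG1-luciferase reporter signal, measured by ONE-Glo luminescence (30 min, room temperature). Compound or vehicle exposure of the HEK293T reporter cells lasted 16 hr at 37°C.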
# S-ASM inh = Inhibitors of Secretory Acid Sphingomyelinase (S-ASM): qHTS. placental ASM, HMU-PC fluorogenic substrate, 60 min. Potency, µM (top dose mostly 57.5 µM), without a hit: top-dose activity change, negative = inhibition, actives largely listed as inhibitors. 0.006% of 340,000 active. AID 504937, 2011; also: potency is read from the fitted curve at half-maximal effect
#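 Fluorescence read-out (Ex 386 nm, Em 447 nm) after stopping the reaction at pH 10. Enzyme: ASM from human placenta; substrate HMU-PC0, 9 uM final; 60 min, 37 °C. Compound preincubation 10 min, ambient temperature.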
# a7 integrin act = qHTS for Activators of Integrin-Mediated Alleviation for Muscular Dystrophy; alpha7betagal myoblasts, beta-gal FDG fluorescence, 48 h; Potency, µM (series often up to 38.3 µM), inactives show at the highest dose activation, usual class: activators; 0.064% of 350,000 active; AID 624291, 2012;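 also: potency is read from the fitted curve at half-maximal effect; 100% = response of the positive control SU9516; nearly all actives have a fitted effect of over 60% in size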
#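 Alpha7betagal+/- myoblasts (passage 13) were plated 16-24 hr, then exposed to compounds (1:260 dilution of DMSO stock) for 48 hours at 37C. After MPER lysis, β-galactosidase reporter activity was read as FDG fluorescence (ex 480/em 540) after 30 minutes.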
# B2AR arrestin = qHTS assay of beta-arrestin-biased ligands of beta2-adrenergic receptor. 0.02% of 330,000 active. Beta-2 adrenergic receptor (Homo sapiens), P07550. beta-arrestin recruitment to beta2AR, cell-based reporter. AID 492947, 2010. Potency, µM (doses to about 46.1 µM), without a hit: at the top dose activation, most hits filed as activators;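 also: potency is read from the fitted curve at half-maximal effect; 0% = DMSO controls and full agonism = EC100 isoproterenol or metaproterenol; nearly all actives have a fitted effect of over 65% in size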
# BRCA1 expr up = qHTS Assay to Identify Small Molecule Activators of BRCA1 Expression | 1.1% of 380,000 active | MCF7-BRCA1-FFLuc reporter, luminescence, 48 h; response scale: scaled: vehicle 0%, 10 µM genistein 100% | Potency, µM (series often up to 46.1 µM), inactives show at the highest dose activation, most hits filed as activators | AID 624202, 2012; also: potency is read from the fitted curve at half-maximal effect; nearly all actives have a fitted effect of over 80% in size; some results filed as inactive show a strong effect at the top dose
#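 First, MCF7-BRCA1-FFLuc cells (2000/well) attach for 2 h; next, compounds are pin-added and incubated 48 h at 37 °C; finally, luciferase reagent is added and luminescence read after 15 min.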
# USP2a inh = qHTS Assay for Inhibitors of Ubiquitin-specific Protease USP2a Using CHOP2 as the Reporter | USP2 core, Ub-CHOP2 coupled fluorogenic reporter, 485/531 | Potency, µM (series often up to 38.3 µM), without a hit: top-dose activity change, negative = inhibition, usual class: inhibitors | 0.01% of 330,000 active | AID 463254, 2010 | Ubiquitin carboxyl-terminal hydrolase 2 (Homo sapiens), O75604;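 also: potency is read from the fitted curve at half-maximal effect; plate controls were DMSO wells for no effect and full inhibition by NEM control for full effect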
#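 USP2 core (10nM final) preincubated 30min RT with compound in 20mM Tris-HCl pH 8.0, 2mM CaCl2, 2mM beta-mercaptoethanol, 0.05% CHAPS; 25nM Ub-CHOP2 plus 25nM reporter substrate added, fluorescence (Ex485/Em531) read after 60min.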
# Eya2 phos inh = qHTS Assay for Inhibitors of the Phosphatase Activity of Eya2. Potency, µM (highest dose often 76.9 µM), inactives show at the highest dose activity, negative = inhibition, usual class: inhibitors. 0.006% of 330,000 active. Protein phosphatase EYA2 (Homo sapiens), O00167. AID 488837, 2010. recombinant Eya2, OMFP fluorescence dephosphorylation (OMFP is methylfluorescein phosphate); also: potency is read from the fitted curve at half-maximal effect; % is scaled to controls: 0 for no effect and ±100 for the full control effect
#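 Eya2 (0.2 uM) preincubated 10 min at ambient with compound, then OMFP substrate added at 50 uM; 10 min reaction in 50 mM HEPES pH 7.5, 50 mM NaCl, 5 uM MgCl2, 0.05% BSA, 1 mM DTT. Fluorescence read at Ex 485/Em 525 nm.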
# Starred values were filed as active, the others as inactive; ? = inconclusive; . = not tested or not shown; [ ] = another dose, or the depositor's remark. Unless noted, calls follow the shape of the dose curve; as a rule, active = well fitted curve in the direction sought with a large enough effect; inconclusive = small, poorly fitted or top-dose-only effect, or another doubt; inactive = no such curve, though single readings can be large; an effect the other way counts as inactive or inconclusive.
structure,TRPV1 ag,uPA generation,p53 reactivation,PTAP TSG101 blk,ELG1 genotoxic,S-ASM inh,a7 integrin act,B2AR arrestin,BRCA1 expr up,USP2a inh,Eya2 phos inh
Cc1cc(C)nc(SCC(=O)Nc2ccc(N3CCOCC3)cc2)n1,1,.,12%,-3%,0%,0%,-9%,-0.2%,-7%,-1%,-13%
CNc1snc(C)c1C(=O)OC(C)C(=O)Nc1cccc(C)c1 (stereo not given),.,1%,0%,-1%,-5%,-2%,-7%,0.1%,-36%,2%,6%
O=C(NC(=S)Nc1nc(-c2cccc3ccccc23)cs1)c1cc2ccccc2o1,6,16%,-1%,-7%,13%,-1%,-20%,-0.5%,-14%,1%,2%
COc1ccc(-c2cn[nH]c2-c2ccc(OCC(=O)NN)cc2O)cc1OC,-2,7%,-6%,1%,-3%,2%,-4%,0.2%,-13%,-3%,-2%
CCOC(=O)Cn1nc(C)c(NC(=O)c2ccc(Br)o2)c1C,-3,3%,2%,-4%,2%,-1%,32%,0.0%,-10%,1%,7%
Cc1cccnc1NC(=O)C1CCCN1S(=O)(=O)c1ccc(Cl)cc1 (stereo not given),1,0%,8%,-2%,3%,5%,5%,-0.3%,2%,-1%,4%
CCN(CC)S(=O)(=O)c1ccc(OC(C)C)nc1,-6,.,0%,-3%,1%,-1%,-4%,0.2%,7%,0%,-13%
COC(=O)c1cc2occc2n1CC(=O)N(C)C1CCCCC1,7,2%,-5%,0%,1%,3%,1%,-0.7%,0%,0%,-7%
CCO[C@H]1OC(C(=O)NC2CC2)=C[C@@H](c2ccc(Br)cc2)[C@@H]1CCCO,1,3%,-3%,.,-6%,11%,11%,-0.2%,1%,0%,-1%
CCOCCCN(CCC#N)C(=O)C1CCN(S(=O)(=O)c2ccc(-n3cnnn3)cc2)CC1,1,2%,-2%,0%,0%,0%,0%,-0.5%,-1%,0%,5%
COc1ccc2sc(-c3ccc(N(C)C)cc3)c(-c3ccc4cc[nH]c4c3)c2c1,.,12%,3%,9%,17%,.,7%,-0.2%,18%,3%,3%
COC(=O)CCC(=O)Nc1nccs1,0,4%,1%,-5%,0%,2%,-10%,-0.6%,-7%,1%,5%
Cc1cccc(N(CC(=O)NC2CCCCC2)C(=O)c2csnn2)c1,2,.,1%,-2%,0%,-2%,?,-0.4%,5%,6%,-1%
O=C(Nc1sc(-c2ccccc2)cc1C(=O)O)c1ccccc1,-2,-1%,?,-4%,23%,48%[activator],?,0.4%,11µM*,-1%,1%
Cc1c(NC(=O)c2cccs2)cccc1NC(=O)c1cccs1,-4,7%,8%,.,1%,-4%,1%,0.1%,4%,-2%,-3%
COc1ccccc1-n1c(SCC(=O)Nc2nnc(C)s2)nc2c(c1=O)SCC2,3,.,2%,-6%,-1%,-3%,-18%,-0.1%,-55%,0%,-15%
Fc1ccc(C2c3cccn3CCN2C(=S)Nc2cccc(F)c2)cc1 (stereo not given),?,9%,1%,1%,-2%,-1%,4%,-1.0%,-41%,-1%,-1%
CCOc1ccc(OCC)c2sc(C)nc12,-4,-2%,4%,-2%,-4%,1%,-5%,0.2%,-1%,0%,-6%
COc1ccc(OC)c(CN2CCN(C(=O)c3ccc(S(=O)(=O)Nc4ccccc4F)cc3)CC2)c1,4,-14%,-2%,-2%,-3%,1%,3%,-0.3%,9%,2%,-4%
COc1ccc2c(c1OC)C(=O)N1C2SC[C@H]1C(=O)NC1CCCCC1 (stereo not given in full),4,-3%,8%,0%,-5%,21%,11%,-0.3%,-30%,0%,-1%

# (continued)
structure,TRPV1 ag,uPA generation,p53 reactivation,PTAP TSG101 blk,ELG1 genotoxic,S-ASM inh,a7 integrin act,B2AR arrestin,BRCA1 expr up,USP2a inh,Eya2 phos inh
O=C(CCn1nc(-c2ccc(Cl)cc2)c2ccccc2c1=O)NCC1CCCO1 (stereo not given),3,-5%,-2%,-14%,-10%,-3%,-19%,0.0%,-1%,0%,-42%
Cc1ccc(S(=O)(=O)N/N=C2/CC(c3ccccc3)Oc3ccccc32)cc1[N+](=O)[O-] (stereo not given),10,3%,24%,-1%,8%,-13%,17%,0.0%,-41%,-13%,-29%
O=c1cc(CNc2ccc(Br)cc2)nc2sccn12,3,0%,16%,0%,11%,0%,12%,0.4%,2%,1%,-3%
COc1ccc(C)cc1NC(=O)CCCN1C(=O)NC(C)(C)C1=O,1,2%,-7%,-4%,1%,1%,14%,0.7%,2%,0%,-4%
C/C(=N/NC(=O)c1cc(C)[nH]n1)c1ccco1,-1,-1%,27%,0%,?,4%,?,-0.2%,61%,-4%,-2%
CCc1nnc(NC(=O)CSc2nnc(CNC(=O)c3cc(OC)c(OC)c(OC)c3)o2)s1,0,-15%,4%,-1%,10%,-4%,-20%,0.4%,-32%,8%,14%
COc1cc(NC(=O)CSc2ncnc3sc4c(c23)CCC(C)C4)c(C(=O)O)cc1OC (stereo not given),5,1%,4%,-5%,-2%,10%,-9%,-1.0%,0%,2%,12%
COCc1cc(C)nc(N2CCNCC2)c1C#N,-7,3%,-2%,-3%,-1%,1%,-20%,0.1%,-2%,-1%,0%
CCC1(C)Cc2nc3[nH]c(=S)n(-c4ccccc4C)c(=O)c3cc2CO1 (stereo not given),1,-2%,1%,0%,-4%,8%,7%,-0.4%,2%,-2%,9%
CCOC(=O)CSc1nnc2c(n1)C1(C)CCC2C1(C)C (stereo not given),2,2%,11%,-3%,0%,2%,7%,-0.2%,2%,3%,14%
COc1cccc(/C=N/NC(=O)CNC(=O)c2ccncc2)c1O,1,?,?,-1%,?,-2%,-17%,0.2%,7%,0%,-13%
CC(CC(=O)Nc1ccc(Br)cc1F)S(=O)(=O)c1ccc2c(c1)NC(=O)CO2 (stereo not given),7,-5%,-7%,-6%,-10%,-1%,36%,-0.2%,2%,-1%,4%
COc1cccc(CN2CCN(Cc3cccc(Br)c3)CC2)c1OC,2,3%,0%,2%,-4%,1%,-11%,-0.9%,-4%,-1%,-7%
CC(=O)c1cccc(NC(=O)C2CCCC2)c1,3,0%,-6%,-1%,-2%,2%,-20%,-1.0%,0%,7%,3%
COCCCNC(=O)c1cccc(C(=O)NCCCOC)c1,-2,3%,-5%,.,4%,5%,17%,-0.2%,10%,0%,6%
O=C(N/C(=C/c1ccc(Br)cc1)C(=O)N1CCOCC1)c1cccs1,7,6%,1%,-5%,-2%,-2%,-2%,0.1%,2%,-1%,-1%
O=Cc1ccc(OCCOc2ccc([N+](=O)[O-])cc2)cc1,1,4%,8%,-1%,1%,-6%,12%,0.1%,?,2%,-17%
CCC(=O)N1CCN(c2ccc(NC(=O)c3ccc4ccccc4c3)cc2)CC1,-2,1%,-9%,-1%,0%,1%,11%,0.2%,17%,-1%,?
CCn1c(SCC(=O)NC(C)(C)C)nc(O)cc1=O,2,5%,1%,-5%,16%,0%,-1%,0.1%,-13%,3%,13%
Cc1cc(C)c(OCCCCCn2ccnc2)c(C)c1,10,-5%,7%,-1%,-3%,-1%,1%,-0.7%,-29%,0%,2%

# Going on with the list:
structure,TRPV1 ag,uPA generation,p53 reactivation,PTAP TSG101 blk,ELG1 genotoxic,S-ASM inh,a7 integrin act,B2AR arrestin,BRCA1 expr up,USP2a inh,Eya2 phos inh
Cc1cc(C)n2nc(C(=O)N3CCCC(N4CCN(c5ccccc5C)CC4)C3)cc2n1 (stereo not given),4,-10%,.,-1%,-7%,4%,8%,0.3%,-16%,0%,-1%
O=C(O)CC1COc2ccccc2N1C(=O)c1ccccc1Cl (stereo not given),-1,2%,0%,0%,1%,-1%,12%,-0.9%,0%,1%,?
COc1ccc(N(C(=O)c2cccc([N+](=O)[O-])c2)S(=O)(=O)c2ccc3c(c2)n(C)c(=O)n3C)cc1,2,.,5%,-7%,-6%,0%,5%,-1.2%,-16%,-4%,8%
O=C(CN1C(=O)NC(Cc2ccccc2)C1=O)Nc1ccc(F)c(Cl)c1 (stereo not given),24,8%,-9%,-5%,-1%,-2%,8%,0.2%,-3%,2%,-14%

# Compound activity: PubChem BioAssay, National Center for Advancing Translational Sciences (NCATS)
